Screens (PubChem)
ALOX12 inh: Primary qHTS assay for inhibitors of human arachidonate 12S-lipoxygenase (ALOX12): Round 2; 1.1% of 580,000 active; purified 12hLO, xylenol orange hydroperoxide absorbance; Polyunsaturated fatty acid lipoxygenase ALOX12 (Homo sapiens), P18054; Potency, µM (top dose mostly 108 µM), for the others: at the highest dose activity change, negative = inhibition, actives largely listed as inhibitors; also: potency is read from the fitted curve at half-maximal effect; % is scaled to controls: 0 for no effect and ±100 for the full control effect
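Purified human 12hLO at 150 nM in 25 mM Hepes, 0.01% Triton X-100, pH 7.0, preincubated 15 min at room temperature with compound. Reaction started with 40 uM arachidonic acid, 30 min at room temperature. Hydroperoxide measured by Fe-xylenol orange, 573/405 nm absorbance ratio.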
BAZ2B inh: qHTS Assay for Inhibitors of BAZ2B | AlphaScreen BAZ2B-H3K14Ac peptide displacement | 4.4% of 360,000 active | Bromodomain adjacent to zinc finger domain protein 2B (Homo sapiens), Q9UIF8 | Potency, µM (series often up to 114 µM), without a hit: at the highest dose activity change, negative = inhibition, most hits filed as inhibitors; also: potency is read from the fitted curve at half-maximal effect; % is scaled to controls: 0 for no effect and ±100 for the full control effect; nearly all actives have a fitted effect of over 60% in size
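Inhibition is scored as reduced AlphaScreen emission. The BAZ2B/b-H3(5-23)K14Ac complex (50 nM each) in PBS pH 7.4, 0.01% Tween-20 meets compound (up to 110 uM) for 30 min at RT before bead addition.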
GLS inhibitor: qHTS for Inhibitors of Glutaminase (GLS) | Glutaminase kidney isoform, mitochondrial (Homo sapiens), O94925 | AID 624170, 2012 | 0.21% of 410,000 active | Potency, µM (highest dose often 45.5 µM), for inactives: at the highest dose activity change, negative = inhibition, actives largely listed as inhibitors | GLS enzymatic activity, qHTS titration; also: potency is read from the fitted curve at half-maximal effect; % is scaled to controls: 0 for no effect and ±100 for the full control effect
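hKGA; 45 mM KH2PO4 pH 8.2 + 0.02% Tween-20; cpd via pin tool; 1 mM Gln soln; GluOx/HRP/Amplex Red; RT 30 min; fluor. t0 & final.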
JMJD2A Tudor inh: qHTS Assay for Inhibitors of JMJD2A-Tudor Domain; AlphaScreen JMJD2A-Tudor / H3K4me3 peptide binding; Potency, µM (series often up to 114 µM), for the others: at the top dose activity change, negative = inhibition, most hits filed as inhibitors; 4.4% of 390,000 active; also: potency is read from the fitted curve at half-maximal effect; % is scaled to controls: 0 for no effect and ±100 for the full control effect; nearly all actives have a fitted effect of over 50% in size
ERG Ets-DNA blk: qHTS for Small Molecule Inhibitors of the ERG Ets/DNA interaction | Transcriptional regulator ERG (Homo sapiens), P11308 | fluorescence polarization, His-ERG Ets domain / labelled DNA | Potency, µM (doses to about 76.9 µM), for inactives: top-dose FP activity, negative = inhibition, hits mostly inhibitors | 0.028% of 370,000 active | AID 624246, 2012; active = well fitted inhibition curve with a large enough effect in the polarisation, with a control signal flat; inconclusive = small, poorly fitted or top-dose-only effect, or effect the other way, or a change in a side signal; inactive = no such curve, though single readings can be large or run the other way; the % refers to the polarisation;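 also: polarization taken with two DNA probes labelled with fluorescein and Texas red; potency is read from the fitted curve at half-maximal effect; % of control where 0% means no effect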
Target sequence (P11308 whole entry, looked up, the tested form may be a part): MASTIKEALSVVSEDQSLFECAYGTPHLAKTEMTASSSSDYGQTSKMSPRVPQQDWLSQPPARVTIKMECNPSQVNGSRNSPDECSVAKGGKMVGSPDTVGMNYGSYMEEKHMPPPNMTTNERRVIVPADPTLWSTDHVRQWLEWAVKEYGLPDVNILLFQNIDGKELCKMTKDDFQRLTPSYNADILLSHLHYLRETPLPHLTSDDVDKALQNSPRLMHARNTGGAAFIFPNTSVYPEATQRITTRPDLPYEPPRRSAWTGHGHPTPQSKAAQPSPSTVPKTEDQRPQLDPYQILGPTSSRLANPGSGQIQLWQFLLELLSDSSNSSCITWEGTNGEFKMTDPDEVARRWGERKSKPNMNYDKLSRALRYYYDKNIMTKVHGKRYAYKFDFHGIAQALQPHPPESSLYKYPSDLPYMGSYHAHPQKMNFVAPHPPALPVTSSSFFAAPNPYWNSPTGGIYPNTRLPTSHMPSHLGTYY
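His-tagged ERG Ets domain (1 uM in the protein solution; 300mM KCl, 50mM Tris-HCl, 1mM EDTA, 1mM DTT, pH 7.5) received compound, then a probe mix of 5 nM fluorescein-DNA and 100nM Texas-615-DNA. Fluorescence polarization was read for both dyes.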
HP1b chromo inh: HTS for Inhibitors of HP1-beta Chromodomain Interactions with Methylated Histone Tails | AID 540317, 2011 | Potency, µM (titrated, usually from 114 µM), inactives show top-dose activity change, negative = inhibition, hits mostly inhibitors | AlphaScreen HP1-beta / biotin-H3K9me3 peptide binding | Chromobox protein homolog 1 (Homo sapiens), P83916 | 0.56% of 390,000 active; also: potency is read from the fitted curve at half-maximal effect; nearly all actives have a fitted effect of over 70% in size; inactives centre near 23
Target sequence (P83916 whole entry, looked up): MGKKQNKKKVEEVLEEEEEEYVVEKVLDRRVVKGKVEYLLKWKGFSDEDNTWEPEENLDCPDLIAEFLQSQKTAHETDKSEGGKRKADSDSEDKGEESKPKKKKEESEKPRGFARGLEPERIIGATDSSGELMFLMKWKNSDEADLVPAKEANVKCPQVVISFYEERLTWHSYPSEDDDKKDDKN
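Compound inhibition of the preformed complex between 50 nM HP1-beta and 50 nM biotinylated H3K9me3 peptide was read by AlphaScreen. Buffer was PBS pH 7.4 with 0.01% Tween-20. Incubations ran 30 min at room temperature, with 10 ug/mL donor/acceptor beads.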
RGS4 inhibitor: Inhibitors of Regulator of G Protein Signaling (RGS) 4: qHTS; Regulator of G-protein signaling 4 (Homo sapiens), P49798; Transcreener GDP fluorescence polarization, RGS4-accelerated GTP hydrolysis; Potency, µM (highest dose often 114 µM), without a hit: at the top dose activity change, negative = inhibition, hits mostly inhibitors; 0.039% of 390,000 active; AID 504845, 2011; also: potency is read from the fitted curve at half-maximal effect; % is scaled to controls: 0 for no effect and ±100 for the full control effect; nearly all actives have a fitted effect of over 75% in size; some results filed as inactive show a strong effect at the top dose
Target sequence (P49798 whole entry, looked up): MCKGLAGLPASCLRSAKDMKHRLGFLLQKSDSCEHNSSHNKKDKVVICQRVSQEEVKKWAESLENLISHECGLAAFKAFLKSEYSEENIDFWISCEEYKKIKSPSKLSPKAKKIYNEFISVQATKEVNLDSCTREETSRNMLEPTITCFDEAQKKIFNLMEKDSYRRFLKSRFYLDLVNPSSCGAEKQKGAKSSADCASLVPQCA
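MLSMR compounds (23 nl, pin-transferred) preincubated 10 min at room temperature with a 500nM (2x) first reagent, then RGS4 at 900nM (2x) plus Transcreener GDP mix added; fluorescence polarization (620/688 nm) read before and after 90 min at 30 °C.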
PI4K2A inh: qHTS for small molecular inhibitors of PI4K2A | activity change, negative = inhibition, % at 76.9 µM | Phosphatidylinositol 4-kinase type 2-alpha (Homo sapiens), Q9BTU6 | 0.13% of 420,000 active | purified PI4K2A, ADP-Glo luminescence, 1 h; stronger effect = lower value; in the data active = activity change below about -50%; inconclusive = mostly about -30% to -49%;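 also: -100% = wells without enzyme as full effect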
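PI4K2A activity was measured by ADP-Glo luminescence: enzyme (4 ug/mL stock) and phosphatidylinositol (1.2 mM stock) in Tris pH 7.5/MgCl2/EGTA/Triton X-100 buffer were reacted with ATP (300 microM stock) for one hour at ambient temperature.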
G9a block: qHTS Assay for Inhibitors of Histone Lysine Methyltransferase G9a. Histone-lysine N-methyltransferase EHMT2 (Homo sapiens), Q96KQ7. G9a H3K9 monomethylation, AlphaScreen, 2 h. Potency, µM (top dose mostly 102 µM), inactives show top-dose activity, negative = inhibition, actives largely listed as inhibitors. 8.8% of 350,000 active. AID 504332, 2011; also: potency is read from the fitted curve at half-maximal effect; % is scaled to controls: 0 for no effect and ±100 for the full control effect; nearly all actives have a fitted effect of over 75% in size
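Signal arises when biotinylated H3K9 peptide, once monomethylated, bridges streptavidin donor and antibody-captured acceptor beads. Enzyme at 20 nM was preincubated 15 min with test compounds; peptide 500 nM and SAM 20 uM then reacted for 2 h.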
Numbers without * were called inactive; ? = inconclusive; / = no result given; [ ] = remark or other dose. Unless noted, calls follow the shape of the dose curve; as a rule, active = well fitted curve in the direction sought with a large enough effect; inconclusive = small, poorly fitted or top-dose-only effect, or another doubt; inactive = no such curve, though single readings can be large; an effect the other way counts as inactive or inconclusive. Only part of the results is shown; rates above refer to the full screens.

BAZ2B inh	smiles	JMJD2A Tudor inh	GLS inhibitor	ALOX12 inh	HP1b chromo inh	ERG Ets-DNA blk	G9a block	PI4K2A inh	RGS4 inhibitor
10%	Cc1cccc(-n2cnc(C(=O)N/N=C\c3ccc(Br)cc3)c2)n1	?	5%	10%	37%	-2%	7%[59 µM]	-4	10%
18µM*	N#Cc1nc(-c2ccc(OCc3ccccc3)cc2)oc1NCCCn1ccnc1	28µM*	9%	414%[activator]	45µM*	8%	?	2	-23%
4%	O=C(CCN1CCN(Cc2ccccc2)CC1)Nc1ccccc1Cl	-3%	1%	21%	28%	1%	21%[59 µM]	-3	18%
0%	COc1ccc(N(CC(=O)Nc2ccc(F)c(Cl)c2)S(=O)(=O)c2c(C)noc2C)cc1	-6%	21%	-14%	19%	-4%	3%[59 µM]	-16	37%
8%	COc1cc(C(=O)NCc2cn3ccccc3n2)cc(OC)c1OC	-11%	-10%	5%	35%[activator]	/	15%[59 µM]	0	-1%
-4%	COc1ccc(N2CC(NS(=O)(=O)c3ccc4ccccc4c3)CC2=O)cc1 (stereo unspecified)	-1%	-1%	-31%	50%[activator]	7%	-45%	-2	-19%
?	CC1(C)CC2CC(C)(CN2CC(O)c2ccccc2)C1 (stereo unspecified)	5.6µM*	13%	0%	-25%	-8%	22µM*	1	16%
50µM*	Cc1ccc(C)c(NC(=O)CSc2sc3c(O)cc(=O)[nH]c3c2C#N)c1	-23%	-4%	-5%	10%	4%	-5%[59 µM]	-12	-32%
?	CCOC(=O)c1c2c3c(cccc3n(C)c1=O)C(=O)c1ccccc1-2	?	-8%	?	-1%	-3%	15%[0.501 µM]	2	-11%
-10%	CC(C)CN1CCN(Cc2nc(C(C)C)cs2)CC1CCO (stereo unspecified)	-18%	-8%	0%	24%	-2%	?	1	-14%
-36%	COC(=O)CCc1c(C)c(C(=O)c2cc(F)c(F)c(F)c2F)c2ccccn12	-20%	-6%	-12%	37%	5%	?	-4	-9%
-13%[57.1 µM]	COc1ccc(/C=N\NC(=O)c2sc(N)nc2C)cc1OC	-8%	28%	-28%	6%	0%	63%[activator][59 µM]	-5	?
-6%	Cn1ncc([N+](=O)[O-])c1C(=O)N1CCCCCC1	-23%	-3%	444%[activator]	15%	10%	/	-7	-26%
-2%	COc1cc2oc(=O)c(CC(=O)N3CCCCC3)c(C)c2cc1Cl	-12%	2%	-2%	24%	2%	11%[59 µM]	-1	5%
-1%	Cn1cnc(S(=O)(=O)N2CCC(C(=O)NCc3ccccc3Cl)CC2)c1	-3%	0%	-11%	46%[activator]	-1%	4%[59 µM]	0	-5%

A second format for some results above.
Cc1cccc(-n2cnc(C(=O)N/N=C\c3ccc(Br)cc3)c2)n1
- BAZ2B inh: 10%
- JMJD2A Tudor inh: ?
- GLS inhibitor: 5%
- ALOX12 inh: 10%
- HP1b chromo inh: 37%
- ERG Ets-DNA blk: -2%
- G9a block: 7%[59 µM]
- PI4K2A inh: -4
- RGS4 inhibitor: 10%

Cn1cnc(S(=O)(=O)N2CCC(C(=O)NCc3ccccc3Cl)CC2)c1
- BAZ2B inh: -1%
- JMJD2A Tudor inh: -3%
- GLS inhibitor: 0%
- ALOX12 inh: -11%
- HP1b chromo inh: 46%[activator]
- ERG Ets-DNA blk: -1%
- G9a block: 4%[59 µM]
- PI4K2A inh: 0
- RGS4 inhibitor: -5%

CC1(C)CC2CC(C)(CN2CC(O)c2ccccc2)C1 (stereo unspecified)
- BAZ2B inh: ?
- JMJD2A Tudor inh: 5.6µM*
- GLS inhibitor: 13%
- ALOX12 inh: 0%
- HP1b chromo inh: -25%
- ERG Ets-DNA blk: -8%
- G9a block: 22µM*
- PI4K2A inh: 1
- RGS4 inhibitor: 16%

COc1cc2oc(=O)c(CC(=O)N3CCCCC3)c(C)c2cc1Cl
- BAZ2B inh: -2%
- JMJD2A Tudor inh: -12%
- GLS inhibitor: 2%
- ALOX12 inh: -2%
- HP1b chromo inh: 24%
- ERG Ets-DNA blk: 2%
- G9a block: 11%[59 µM]
- PI4K2A inh: -1
- RGS4 inhibitor: 5%

More structures follow.
BAZ2B inh	smiles	JMJD2A Tudor inh	GLS inhibitor	ALOX12 inh	HP1b chromo inh	ERG Ets-DNA blk	G9a block	PI4K2A inh	RGS4 inhibitor
-15%	Cn1c(=O)c2[nH]c(=O)cnc2n(C)c1=S	-6%	6%	-6%	-10%	0%	50µM*	-6	6%[11.4 µM]
/	O=C(CSc1c2c(nc3ccc(Cl)cc13)CCCC2)N1CCN(C(=O)c2ccco2)CC1	-22%	-1%	-15%	39%[activator]	9%	/	-25	?
-32%	Cc1ccccc1OCCC(=O)Nc1ccc2c(C)cc(=O)oc2c1	-36%	0%	10%	18%	-2%	4%	2	4%
-1%	Brc1c(OCCOCCn2cncn2)ccc2ccccc12	-17%[11.4 µM]	-2%	0%	-4%	3%	7%[59 µM]	-15	-19%[11.4 µM]
-3%	Cc1ccc(CNS(=O)(=O)c2cn(C)cn2)cc1	-10%	1%	1%	7%	-7%	17%	7	19%
-34%	CS(=O)(=O)c1ccc2nc(NC(=O)c3cccc(NS(=O)(=O)c4ccc(F)c(F)c4)c3)sc2c1	-26%	10%	?	9%	7%	-22%[59 µM]	-5	-50%
-24%	CCOc1ccccc1/C=N/NC(=O)CNC(=O)COc1ccccc1	-34%	0%	29%	9%	3%	2%	-2	8%
0%	CC(OC(=O)c1cccc(S(=O)(=O)N2CCN(C)CC2)c1)C(=O)Nc1ccc(C(N)=O)cc1 (stereo unspecified)	-19%	9%	-24%	-14%	-4%	12%[59 µM]	-7	?
8%	CCc1nnc(NC(=O)C(CC)CC)s1	-11%	-4%	1%	49%[activator]	2%	-5%[12.7 µM]	7	-26%[56.9 µM]
10%	Cc1cc(C)nc(/N=C(\N)Nc2ccc([N+](=O)[O-])cc2)n1	1%	7%	10%	12%	/	10%[59 µM]	4	-20%
/	O=C(Cc1cccc([N+](=O)[O-])c1)Nc1cccc(C(=O)N2CCOCC2)c1	-8%	?	-14%	17%	0%	/	-9	2%
4%	CCOC(=O)N1CCN(C(=O)Cn2c(=O)sc3ccccc32)CC1	11%	0%	0%	26%	11%	?	-1	-23%
-2%	Nc1c(-c2ccccc2)cnc2c(-c3ccccc3)cnn12	1%	-3%	21%	54%[activator]	0%	40%	-2	3%
-10%	CCOC(=O)N1CCN(c2c(N3CCN(c4ccccc4F)CC3)c(=O)c2=O)CC1	-8%	2%	-3%	22%	5%	0%	1	17%
-7%	O=S(=O)(CCN1CCOCC1)c1ccc(OC(F)(F)F)cc1	0%	2%	6%	34%	-11%	?	-2	-21%
-20%	CCOC(=O)CCNC(=O)N1CCC(CCC(=O)NCc2ccc(F)cc2)CC1	8%	6%	-3%	56%[activator]	9%	54%[activator]	-4	?
/	Cc1cc(F)cc(C)c1Cn1cnc2c(cnn2C(C)(C)C)c1=O	-1%	-1%	-6%	110%[activator]	/	/	-1	-9%
2%	O=C(CSc1nc2ccccc2o1)Nc1ccc(Cl)cc1	-8%	12%	-15%	29%	-6%	5%[59 µM]	-2	-37%
3%	O=C(C[n+]1ccc(C(=O)NCc2ccccc2)cc1)c1ccc2c(c1)OCCO2	-17%	0%	0%	19%	-1%	-31%	-3	-13%
-5%	CCOc1ccccc1NC(=O)C1C2CCC(O2)C1C(=O)O (stereo unspecified)	-15%	1%	?	15%	1%	-12%	1	-14%
7%	O=C(NC1CCCCC1)c1cnn2c(C(F)(F)F)cc(-c3ccco3)nc12	-21%	-5%	?	20%	5%	-5%[59 µM]	1	-30%
-7%	O=C(CSc1nncn1-c1ccccc1)NC1CCCc2ccccc21 (stereo unspecified)	1%	-5%	-13%	31%	0%	9%[59 µM]	6	-4%
?	CC#CC#Cc1cccc(=O)o1	-22%	-9%	-12%	7%	9%	?	-4	-3%
1%	Cc1ccc(CNC(=O)c2cccnc2Cl)cc1	-11%	-4%	12%	-14%	2%	-5%	4	6%
?	COc1ccc(C)cc1NC1(c2ccccc2)C(=O)c2ccccc2C1=O	28µM*	8%	6%	?	-1%	13µM*	2	-6%
-19%	COc1ccc(Cn2ccc3nc(C)c(C(=O)Nc4cccc(SC)c4)cc3c2=O)cc1	-21%	3%	1%	31%	1%	1%[59 µM]	-2	-16%
-30%	Cc1ccc(NC(=S)NNC(=O)CSc2nc3ccccc3c(=O)n2-c2ccc(C)cc2)cc1	-32%	17%	?	-5%	15%	?	6	-38%
